Cl transport mod = modulators of human KCC2 chloride dependent transport; Q9H2X9; KCC2 cells, thallium flux FluoZin-2 fluorescence; B-score of Tl+ flux slope (higher = more flux/activation; lower = inhibition) at 10 µM; 2.2% of 190,000 active;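 active = thallium flux slope and its plate-corrected score both differing from the plate sample mean at a set confidence after two filtering rounds, in either direction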;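 also: slope of fluorescence scaled to starting intensity during 10 to 20 s after thallium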
thrombin 1536 = inhibitors of human thrombin. 0.26% of 220,000 active. inhibition, % at 5 µM. alpha-thrombin, Boc-VPR-AMC fluorogenic substrate cleavage. P00734;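 active = inhibition at or above 40%; inactive = inhibition below 40%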;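 also: 0% = enzyme with no compound and 100% = wells without enzyme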
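System: human alpha-thrombin protein; Compound dosing: one concentration per compound, 5 µM, with 0.2% DMSO; Timing: reaction at room temperature; Technique: AMC fluorescence, 355/460 nm; Controls: enzyme without compound as high, wells lacking enzyme as low.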
TbHK1 inh = T. brucei hexokinase 1 inhibition; recombinant TbHK1, G6PDH-coupled NADH A340; inhibition, % at 10 µM; 0.11% of 220,000 active; AID 1430;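 active = inhibition of 50% or more in the single-dose primary screen; inactive = inhibition below 50%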
Calpain2 inh = blocks pig calpain II enzyme activity. 0.37% of 220,000 active. inhibition, % at 16 µM. purified calpain II, fluorogenic peptide substrate, 30 min. AID 1236;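 active = inhibition above about 50%, limit read from the data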
TRPML3 ag = activates the human TRPML3 channel; 0.29% of 220,000 active; activation, % at 3 µM; Q8TDD5; HEK293 TRPML3-YFP, Fluo-8 calcium fluorescence; 100% = the carbachol control signal;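 active = activation above its plate's cutoff, the mean activation of the plate's test wells plus 3 SD, cut at about 12% in these data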;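 also: 0% = DMSO only wells and 100% = carbachol wells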
Target sequence (Q8TDD5 whole entry, looked up): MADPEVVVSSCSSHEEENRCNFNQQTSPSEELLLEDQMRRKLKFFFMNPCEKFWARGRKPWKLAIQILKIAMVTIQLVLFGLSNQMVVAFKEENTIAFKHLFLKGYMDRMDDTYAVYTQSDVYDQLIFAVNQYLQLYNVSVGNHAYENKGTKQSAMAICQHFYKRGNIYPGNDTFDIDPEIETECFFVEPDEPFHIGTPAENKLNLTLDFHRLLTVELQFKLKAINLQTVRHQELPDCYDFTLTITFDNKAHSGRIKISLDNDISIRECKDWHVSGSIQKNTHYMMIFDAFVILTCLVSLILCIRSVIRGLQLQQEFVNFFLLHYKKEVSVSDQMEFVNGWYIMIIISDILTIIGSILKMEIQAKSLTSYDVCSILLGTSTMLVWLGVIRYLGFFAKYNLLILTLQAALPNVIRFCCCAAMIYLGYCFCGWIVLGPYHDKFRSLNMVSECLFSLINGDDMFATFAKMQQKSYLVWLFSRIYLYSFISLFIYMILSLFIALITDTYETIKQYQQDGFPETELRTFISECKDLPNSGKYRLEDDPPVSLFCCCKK
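Test system: HEK293 cells stably carrying human TRPML3-YFP; Doses: single dose, 3 µM final nominal compound, 0.3% DMSO final; Schedule: dye loading 1 h 37 °C then 30 min ambient, 125 s read; Technique: Fluo-8 calcium fluorescence; Benchmarks: high control carbachol 87 µM, low control DMSO.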
PPC-1+TRAIL kill = compounds killing PPC-1 cancer cells with TRAIL present (potentiator screen, no TRAIL-free arm); cell killing (% activity), % at 4 µM; PPC-1 cells + TRAIL, ATPLite viability luminescence; 0.41% of 220,000 active;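 active = cell killing above 50% in the first pass at 4 µM, then a duplicate retest at 5 µM averaging 50% or more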;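 also: plate controls were cells with TRAIL plus DMSO for no effect and medium-only wells lacking cells for full effect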
Furin inh = blocks human furin protease activity; P09958; purified furin, fluorogenic substrate cleavage; inhibition, % at 30 µM; 0.061% of 220,000 active; AID 463115; in the data active = inhibition above about 25%; also: inactives centre near -15
zfTRPN1 agonist = zebrafish TRPN1 (NompC) channel agonism; HEK293 zebrafish TRPN1-YFP, Fluo-8 calcium fluorescence; 100% = response to 87 µM carbachol; activation, % at 3 µM; 0.18% of 220,000 active; AID 1424;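 active = activation above its plate's cutoff, the mean activation of test wells on that plate plus 3 SD, cut at about 19% in these data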;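 also: 0% = DMSO alone and 100% = 87 µM carbachol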
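Control set: carbachol 87 µM as high control, DMSO as low control; system: HEK293 stable line with zebrafish TRPN1-YFP; read-out: % activation versus carbachol response; detection: intracellular calcium fluorescence with Fluo-8; doses: single test compound dose, 3 µM nominal, 0.3% DMSO; schedule: dye 1 h 37 °C plus 30 min RT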
EBV gp42 block = blocks Epstein-Barr virus glycoprotein 42 binding | 0.42% of 220,000 active | Fluorescence polarization binding assay, mP read-out | inhibition, % (tested at 21.74 µM); in the data active = inhibition above about 50%
Target sequence (Q1HVG2 whole entry, looked up): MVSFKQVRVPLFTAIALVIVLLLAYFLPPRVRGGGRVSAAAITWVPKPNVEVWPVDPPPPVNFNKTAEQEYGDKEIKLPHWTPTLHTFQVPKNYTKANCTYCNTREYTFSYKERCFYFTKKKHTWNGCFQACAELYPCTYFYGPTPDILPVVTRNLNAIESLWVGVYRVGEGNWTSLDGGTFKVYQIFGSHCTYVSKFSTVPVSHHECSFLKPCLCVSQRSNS
Numbers without * were called inactive; nt = no result given; [ ] = remark or other dose.

no.	molecule	Cl transport mod	thrombin 1536	TbHK1 inh	Calpain2 inh	TRPML3 ag	PPC-1+TRAIL kill	Furin inh	zfTRPN1 agonist	EBV gp42 block
1	COc1ccc(CCNC(=O)CC2Nc3ccccc3NC2=O)cc1OC (stereo not drawn)	0.55	-8	-19	-9	-0.1	19	-21	-0.6	0
2	COc1cc(C2/C(=C(\O)c3ccc4c(c3)CC(C)O4)C(=O)C(=O)N2CCCn2ccnc2)ccc1O (stereo not drawn)	nt	-4	-24	34	0.8	-3	-11	1.1	7
3	CC(=O)Nc1cccc(C(=O)NC(C)c2ccc(S(N)(=O)=O)cc2)c1 (stereo not drawn)	1.9	3	-11	8	0.5	-3	-14[20 µM]	-0.6	2
4	CC1=CC(C)(C)N(C(=O)CSc2nnc(-c3ccc(C)cc3)o2)c2ccc(C)cc21	nt	-3	7	-11	62*	-32	-12[20 µM]	-0.5	8
5	Cc1ccc(NC(=O)NC(=O)N(C(C)C)S(C)(=O)=O)nc1	0.55	-9	-24	-180	-0.2	-27	-44	-1.7	-1
6	Cc1cc(O)c(C(C)C)cc1NC(=O)Cn1nc(C)c2ccccc2c1=O	-0.035	-4	0	0	-0.1	0	-9	0.5	-8
7	COc1ccc(-n2c(NN)nc3sc4c(c3c2=O)CCCC4)cc1	1	-2	-8	-9	0.3	21	-22	-1.3	0
8	CC(=O)N(c1ccc(C)cc1)c1nc(C)cc(C)c1C#N	-0.65	0	-7	18	-0.8	11	-20	2.2	2
9	CC(/C=C/c1ccco1)=N\NC(=O)CNc1ccc2ccccc2c1	1	-10	-27	-191	0.4	4	-21	-1.2	-12
10	CC(C)(C)C(=O)CC1(O)C(=O)N(Cc2ccccc2)c2ccccc21 (stereo not drawn)	0.63	1	-6	-11	0.5	4	-15[20 µM]	-0.5	-18
11	CN(CCCC(=O)Nc1nccs1)S(=O)(=O)c1ccc(Cl)cc1	-0.0077	0	-9	-41	0.5	13	-16	1.6	-3
12	COc1ccc(Cl)cc1NC(=O)COc1cccc(-n2cnnn2)c1	-0.33	-4	1	-10	-0.6	10	2[20 µM]	0.8	-25
13	COc1ccccc1NC(=O)Nc1ccc(F)c(F)c1	0.089	6	-3	-5	2.0	10	-20	4.9	4
14	COc1ccccc1NC(=O)CCN1C(=O)c2ccccc2S1(=O)=O	-0.11	-1	-2	-16	0.3	29	-29	0.1	-14
15	COc1cc(CC(=O)Nc2ccc(S(=O)(=O)N(C)C)cc2)cc(OC)c1OC	nt	-3	-2	-11	0.7	17	-26	1.8	-40
16	CNc1ccccc1C(C)(C)c1cc(C)[nH]n1	0.11	-13	6	26	0.3	-7	-13	0.7	2
17	Cc1sc(NC(=O)c2ccccc2)c(C(=O)c2ccccc2)c1C	1.4	-4	1	9	-0.8	-12	-12	-2.0	-16
18	O=C(NCCCN1CCCC1=O)c1ccc2c(c1)OCO2	0.3	2	-3	-6	0.3	9	-179[20 µM]	-0.1	-17
19	Cc1cc(C(=O)N/N=C/c2cc(Br)ccc2OC(=O)c2ccccc2)n[nH]1	nt	-2	-3	-48	0.5	23	-13[20 µM]	2.2	-3
20	Cc1ccc(C(=O)CSc2nnc(-c3cccs3)n2C)o1	nt	-7	-8	-40	-0.2	-1	-32	0.2	8
21	CCN1CCN(C(c2cccs2)C(C)NC(=S)NC2CCCCC2)CC1 (stereo not drawn)	-0.041	-6	4	-4	1.1	-24	-25	0.7	-8
22	Nc1nc(CN2CCN(Cc3ccccc3)CC2)nc(Nc2ccccc2)n1	0.02	5	0	2	0.2	28	-2[20 µM]	1.6	-7
23	O=C(NCCCn1ccnc1)c1cc(-c2cccnc2)nc2ccc(Br)cc12	-1.4	0	-11	-6	2.5	-14	-21	0.9	6
24	C=CCn1c(Cc2c[nH]c3ccccc23)nnc1SCC(=O)NCc1ccccc1	-1	3	2	-19	-1.9	7	-22[20 µM]	-0.5	8
25	COc1ccccc1CN(Cc1nc2ccccc2c(=O)[nH]1)C(=O)Nc1ccccc1	-0.48	3	-1	-9	0.0	20	6[20 µM]	0.4	-16
26	CCn1c(/C=N/Nc2ccc(C(=O)O)cc2)nc2ccccc21	0.34	-3	-25	24	0.7	11	-12	0.6	-3
27	Cc1cccc(NC(=O)C2CC(=O)N/C(=N/N=C/c3ccco3)S2)c1 (stereo not drawn)	0.66	-1	-21	-13	1.1	6	-1	0.2	-8
28	COc1cc(C(=O)NCc2ccc(C)cc2)ccc1OC(F)F	nt	1	6	28	-1.3	7	-7	-0.6	-4
29	CC1CCN(c2ncnc3c2cnn3-c2ccccc2)CC1	nt	-8	3	-1	-0.2	7	-15	0.9	2
30	CS(=O)(=O)c1ccc(Sc2nc3ccccc3s2)c([N+](=O)[O-])c1	-0.019	-16	-10	22	0.2	-22	-17	0.6	-14
31	Cc1cccc(C)c1NC(=S)N(Cc1cccs1)C1CCCC1	0.012	3	-2	-16	0.3	7	-24	-0.5	0
32	CCOc1ccc(C/C(N)=N/n2cnnc2)cc1	-0.28	3	-4	-6	0.8	15[5 µM]	-17[20 µM]	0.2	-6
33	CCn1c(SCC(=O)c2cc(C)n(-c3ccc(C(=O)OC)cc3)c2C)nnc1-c1cccnc1	-0.4	1	-12	10	2.6	-6	-10	6.5	-14
34	COc1ccc(N(C(=O)c2ccc(Br)o2)C2C=CS(=O)(=O)C2)cc1 (stereo not drawn)	nt	6	-3	-4	0.6	16	-3	-0.7	-14
35	CCOc1ccc(C(=O)OCC(=O)NC(C)C)cc1	0.63	-11	0	-22	0.7	18	-19	0.2	-20
36	CCOC(=O)C1=C(CS(=O)(=O)c2ccc(F)c(C)c2)NC(=O)NC1c1ccc(O)c(O)c1 (stereo not drawn)	-0.7	-2	2	-6	0.8	17	-25	0.3	-28
37	N#Cc1c(-c2cccs2)cc(C2CC2)nc1SCC(N)=O	0.12	1	-3	-23	-0.2	5	-13[20 µM]	-1.0	-9
38	Cc1[nH]c2ccccc2c1C(=O)CSc1nc2ncc(Cl)cc2[nH]1	0.69	-4	6	-47	0.6	9	-28	1.2	-29
39	O=C(c1ccc(OC2CCN(Cc3ccccn3)CC2)cc1)N1CCCCCC1	-0.94	-2	-1	18	1.3	-6	-28	0.1	-20
40	COc1ccc2cnn(-c3ccc(OC(F)(F)Cl)cc3)c(=O)c2c1OC	-0.67	-6	-12	4	0.4	14	-14	0.8	-7
41	CCOC(=O)C(C)Sc1ccc2nnc(CCNS(=O)(=O)c3ccccc3)n2n1 (stereo not drawn)	0.65	-5	-7	7	0.2	-18	-32	-0.6	-10
42	CC(=O)Nc1ccc2nc(NS(=O)(=O)c3ccc(C)cc3)sc2c1	nt	1	1	-58	0.2	6	-19	0.8	-4
43	CC1CCN(S(=O)(=O)N2CCC(C(=O)NC3CCCC3)CC2)CC1	0.6	-5	-4	-27	0.5	-1	-24	2.1	1
44	CC(C)CC(=O)NC(=S)Nc1ccccc1C(=O)Nc1ccccc1	0.19	5	-10	-23	0.1	7	-10[20 µM]	-1.1	-10
45	Cc1cc([N+](=O)[O-])nn1CC(=O)Nc1cnc2ccccc2c1	-0.72	2	3	-33	1.2	-6	-33	1.5	5
46	CCOCCCNC(=O)/C(C#N)=C/c1ccc(C(=O)OC)cc1	0.84	3	-6	14	-0.4	-1	-14	-0.9	-8
47	CCCCc1c(O)nc(SCC(=O)N2CCOCC2)[nH]c1=O	0.64	3	5	-4	0.4	-9	-25[20 µM]	-0.5	-15
48	Cc1ccccc1NC(=O)Cn1c(=O)n(Cc2ccccc2)c(=O)c2c(C)c(C)sc21	-0.86	-7	1	49	-0.8	13	-13	0.2	-2
49	CCOC(=O)CNC(=O)/C(=C\c1ccc(F)cc1)NC(=O)c1ccccc1	nt	-8	0	-19	0.0	nt	-26	-1.5	-18
50	CC1CCN(C2=NC(=O)/C(=C/c3cn[nH]c3-c3ccccc3)S2)CC1	0.77	-2	-25	-4	0.1	1	-19	3.2	-7
51	CCOC(=O)Cc1csc(NC(=O)c2cccs2)n1	-1.5	14	-15	19	2.0	4	-12	1.6	-4
52	CCCC(=O)c1cc(F)c(N2CCN(S(=O)(=O)c3ccccc3)CC2)cc1C	-0.41	0	8	-21	1.8	15	-16[20 µM]	-0.7	4
53	COC(=O)C(C)Sc1nc(-c2ccc(OC)cc2)nc2c1c(=O)n(C)c(=O)n2C (stereo not drawn)	-0.019	nt	3	nt	0.3	nt	-25[20 µM]	0.6	nt
54	O=C(O)CCC(=O)NCc1ccc2[nH]c3c(c2c1)CCCC3	2	-4	8	-18	0.5	19	-24	2.7	13
55	O=C(CCN1CCN(c2ccccc2)CC1)N/N=C/c1ccccc1OC(F)F	-0.29	-4	-3	-25	0.1	15	-7	-1.1	-18
56	CC1CCN(c2nnc(-c3cccs3)c3ccccc23)CC1	-0.081	-6	-3	16	-0.9	13	-7	-2.0	-8
57	CCOC(=O)CCCNC(=O)COc1ccccc1C#N	0.45	14	-2	17	0.9	2	-13	0.7	1
58	Cc1cccc(N2CN=c3s/c(=C\c4ccccn4)c(=O)n3C2)c1	0.51	1	-17	9	0.2	12	7	-0.9	-8
59	Cc1cc(NC(=O)COC(=O)C(Nc2ccc(C(F)(F)F)cc2Cl)C(C)C)no1 (stereo not drawn)	-7.2*	-5	7	47	0.7	24	-5	1.8	-15
60	S=C(NCCN1CCOCC1)N/N=C/c1c2ccccc2cc2ccccc12	nt	13	-10	-20	-0.4	1	-5[20 µM]	0.3	39

(listing goes on)
no.	molecule	Cl transport mod	thrombin 1536	TbHK1 inh	Calpain2 inh	TRPML3 ag	PPC-1+TRAIL kill	Furin inh	zfTRPN1 agonist	EBV gp42 block
61	COc1ccc(-c2csc3nc(C)nc(N4CCN(c5ccc(C(C)=O)cc5)CC4)c23)cc1OC	-0.57	2	-16	-60	-1.3	9	-15	-3.9	-4
62	CCN(CC)CCCNc1cc(C)nc2cc(-c3cccs3)nn12	-0.076	-1	-10	-121	0.0	nt	-11	0.0	-19
63	Cc1cc(NC(=O)Nc2cc(C)nn2-c2ccccc2)n(-c2ccccc2)n1	-0.26	-1	2	3	0.3	9	-31	-0.3	-8
64	CC(C)CC(=O)N(Cc1ccc(F)cc1)C1CCS(=O)(=O)C1 (stereo not drawn)	0.24	2	-4	-3	0.6	10	-22	1.7	-3
65	COc1cc(OC)cc(C(=O)OCC(=O)Nc2ccc(N3CCCCC3)cc2)c1	nt	-4	-6	19	0.9	-22	-13[20 µM]	-0.9	-11
